# PNC assembly inh: perinucleolar compartment assembly inhibition | AID 2417 | activity change (PNC), negative = inhibition, % at 10 µM | PC3M PTB-GFP, PNC prevalence imaging, 16 h; active compounds read low | 140,000 compounds, 3.1% hits;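 active means readout at or below -70, meaning at least 70% loss of cells showing the perinucleolar compartment, a nuclear body marking cancer cells; inconclusive means readout between -30 and a set limit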;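 further: plate controls were DMSO wells for no effect and camptothecin positive control wells for full effect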
#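 Read-out is percentage of cells bearing a perinucleolar compartment, from automated 20x imaging of fixed, Hoechst-stained PC3M PTB-GFP cells. Cells were seeded 4 h, then exposed 16 h to compound (23 nl of library stock) in duplicate plates.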
# IMPase inh: membrane-permeable compound that blocks inositol monophosphatase | P97697 | CHO-M1 cells, IP1 accumulation, HTRF TR-FRET ratio | inhibition (IP1 accumulation), % at 46.1 µM | 120,000 tested, under 10 active | AID 901; active means well fitted curve in the direction sought with a large enough effect in the signal ratio, not every such curve was filed as active; inconclusive means small, poorly fitted or top-dose-only effect, or a change in a side signal; inactive means no such curve, though single readings can be large or run the other way; the % refers to the signal ratio;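 further: cells stimulated with carbachol in lithium chloride buffer; plate controls were DMSO basal wells for no effect and reference inhibitor wells for full effect; higher means more IMPase inhibition seen as more IP1 and lower FRET ratio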
# Target sequence (P97697 whole entry, looked up): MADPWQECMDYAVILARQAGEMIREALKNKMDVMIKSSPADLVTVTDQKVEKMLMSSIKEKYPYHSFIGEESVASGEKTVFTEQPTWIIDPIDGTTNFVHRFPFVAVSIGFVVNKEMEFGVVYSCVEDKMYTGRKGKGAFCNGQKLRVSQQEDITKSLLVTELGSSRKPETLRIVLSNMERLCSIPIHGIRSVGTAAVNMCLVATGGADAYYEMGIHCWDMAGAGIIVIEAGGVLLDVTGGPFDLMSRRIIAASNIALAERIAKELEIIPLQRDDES
#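 In this qHTS, compounds (final up to 46 uM) act on CHO-M1 cells that are then activated through the M1 receptor with carbachol, in pH 7.4 buffer containing 50 mM LiCl, for 30 min. IP1 accumulation is quantified by the IP-One immunoassay.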
# ALOX15B inhib: inhibitors of human 15-lipoxygenase 2 (ALOX15B); purified 15hLO-2, xylenol orange hydroperoxide absorbance; Potency, µM (highest dose often 57.1 µM), for the others: at the top dose activity change, negative = inhibition, actives largely listed as inhibitors; 110,000 compounds, 0.56% hits; further: potency means the concentration at half of the fitted maximal effect; nearly all actives have a fitted effect of over 60% in size; many of its hits are not listed in these tables
# Target sequence (O15296 whole entry, looked up): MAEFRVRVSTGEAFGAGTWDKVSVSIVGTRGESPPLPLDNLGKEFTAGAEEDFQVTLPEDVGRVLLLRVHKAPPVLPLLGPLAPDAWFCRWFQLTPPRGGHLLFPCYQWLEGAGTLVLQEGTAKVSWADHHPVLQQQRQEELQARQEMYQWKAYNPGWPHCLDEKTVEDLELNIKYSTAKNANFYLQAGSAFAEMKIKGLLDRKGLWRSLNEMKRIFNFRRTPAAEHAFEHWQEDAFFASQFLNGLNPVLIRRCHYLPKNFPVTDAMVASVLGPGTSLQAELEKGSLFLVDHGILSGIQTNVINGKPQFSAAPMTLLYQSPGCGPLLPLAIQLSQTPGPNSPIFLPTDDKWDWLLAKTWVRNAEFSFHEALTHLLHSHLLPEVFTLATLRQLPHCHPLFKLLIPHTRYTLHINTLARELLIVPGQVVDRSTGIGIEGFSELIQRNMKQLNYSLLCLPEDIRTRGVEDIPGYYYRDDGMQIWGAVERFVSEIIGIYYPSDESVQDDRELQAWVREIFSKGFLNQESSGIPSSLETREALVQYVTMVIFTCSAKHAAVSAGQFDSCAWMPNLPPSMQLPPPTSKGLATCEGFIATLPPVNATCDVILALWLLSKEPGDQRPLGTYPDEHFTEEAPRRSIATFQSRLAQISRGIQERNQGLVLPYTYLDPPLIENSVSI
#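 Screening format was qHTS against 50 nM purified 15hLO-2 in Hepes pH 7.5 with detergent. Activity follows hydroperoxide formation from 45 uM arachidonic acid, measured as 573:405 nm absorbance ratio of the ferric-xylenol orange complex.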
# 12-hLO inh: blocks human 12-lipoxygenase activity; purified 12-hLO, xylenol orange hydroperoxide absorbance; 150,000 compounds, 0.12% hits; AID 1452; Potency, µM (highest dose often 57.1 µM), for inactives: at the highest dose activity change, negative = inhibition, most hits filed as inhibitors; further: potency means the concentration at half of the fitted maximal effect; nearly all actives have a fitted effect of over 55% in size; many of its hits are not listed in these tables
#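 Purified human 12hLO (150 nM), preincubated 15 min with compound, then 40 uM arachidonic acid for 30 min, room temperature, Hepes pH 7.0 with 0.01% Triton X-100. Hydroperoxide detected by ferrous iron/xylenol orange; 573/405 nm absorbance ratio gives reaction progress.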
# * = called active by the depositor; ? = inconclusive; / = no result given; & = joins results of further samples; [ ] = another dose, or the depositor's remark. Unless noted, the call rests on the fitted dose curve; in most records, active means well fitted curve in the direction sought with a large enough effect; inconclusive means small, poorly fitted or top-dose-only effect, or another doubt; inactive means no such curve, though single readings can be large; an effect the other way counts as inactive or inconclusive. Unless noted, on the % scale 0 is the no-effect control and ±100 the full control effect.
SMILES,PNC assembly inh,IMPase inh,ALOX15B inhib,12-hLO inh
CC(=O)Nc1nnc(Cc2ccccc2)s1,-13,-10,15%,-3%
CCOC(=O)c1ccc(S(=O)(=O)Nc2ccccc2-c2nnn(CC)n2)cc1,-3,-11,0%,0%
CCOC(=O)Cn1c(=NC(=O)c2cc(-c3cccs3)nc3ccccc23)sc2cc(S(N)(=O)=O)ccc21,-10,/,/,-2%
O=C(Cn1cnc2c(oc3ccccc32)c1=O)NCc1ccco1,-23,2,1%,-1%
CCCC(=O)Nc1nc2ccc(S(=O)(=O)N3CCCCC3)cc2s1,?,-4,/,1%
O=c1[nH]c(Cc2ccc(F)cc2)nc2scc(-c3ccc(F)cc3)c12,35,/,/,1%
CCOC(=O)c1[nH]c2ccc(OC)cc2c1NC(=S)N1CCN(c2ccccc2)CC1,-22,-4,/,-3%
Cc1cccc(-c2nnc3n2N=C(c2ccccc2Br)CS3)c1,-1,2,-17%,-17%
CC1CCCCC12NC(=O)N(CC(=O)c1ccc[nH]1)C2=O (stereo unspecified),34,4,-5%,-8%
CCOc1c(Cl)cc(/C=N/O)cc1OC,5,-7,-3%,1%
O=C(c1cc2c(s1)CCCC2)N1CCN(Cc2ccc3c(c2)OCO3)CC1,12,7,15%,-11%
NC(N)=NS(=O)(=O)c1ccc(N)cc1,?,0[20.6 µM],-5%,1%

# Part of the list above, showing only PNC assembly inh and ALOX15B inhib.
Structure	PNC assembly inh	ALOX15B inhib
CC(=O)Nc1nnc(Cc2ccccc2)s1	-13	15%
CCOC(=O)c1ccc(S(=O)(=O)Nc2ccccc2-c2nnn(CC)n2)cc1	-3	0%
CCOC(=O)Cn1c(=NC(=O)c2cc(-c3cccs3)nc3ccccc23)sc2cc(S(N)(=O)=O)ccc21	-10	/

# (further entries)
SMILES,PNC assembly inh,IMPase inh,ALOX15B inhib,12-hLO inh
Cc1nnc(SCC(=O)NCC2CCCCC2)n(N)c1=O,30,-2,0%,-6%
COc1ccccc1CNc1ncncc1-c1ccc(N(C)C)cc1,/,/,16%,4%
COc1cccc(NC(=O)COC(=O)c2cc(S(=O)(=O)N3CCOCC3)ccc2C)c1,-28,2,2%,9%
Cc1cc(OCc2nn[nH]n2)c2c(-c3ccccc3)cc(=O)oc2c1,12,-9,-1%,-2%
O=C(COc1ccc(-c2nnc(N3CCCCC3)c3ccccc23)cc1)N1CCCCC1,?,-12[1.84 µM],/,-3%
O=C(CCC1CCCC1)N1CCN(C2CCCC2)CC1,-24,5,-10%,-2%
CC1CCc2c(sc(NC(=O)COC(=O)c3ccccc3NCc3ccco3)c2C#N)C1 (stereo unspecified),-14,-5,-15%,1%
CC(C)(C)Sc1nc(O)cc(=O)[nH]1,46,4,1%,-9%
CCOC(=O)/C(C#N)=C/c1cc2ccccc2nc1Cl,35,0,/,2%
CN1CCN(Cc2ccc(OCc3ccccc3)cc2)CC1,-86*,0,23%,3%
CC(=O)Nc1ccc(N(C)C)cc1[N+](=O)[O-],-29,11,-10%,-9%
CC(=O)N(CN1C(=O)CCC1=O)c1cccc(Cl)c1,-8,/,/,-4%
COc1ccccc1N1CCN(Cc2cccc(OC)c2OC)CC1,9,2,-9%,2%
COc1cc2[nH]c(=S)n(CCCN3CCOCC3)c(=O)c2cc1OC,63,8,-3%,-4%
O=C(c1cc(-c2ccc(Cl)cc2)n(-c2ccc(Cl)c(Cl)c2)n1)N1CCOCC1,31,18,7%,-14%
CCN1CCCC1CN(Cc1cc2ccc(C)cc2[nH]c1=O)C(=S)Nc1ccc(OC)cc1 (stereo unspecified),49,/,/,-6%
Cc1cccc(CCNS(=O)(=O)c2ccc3c(c2)n(C)c(=O)c(=O)n3C)c1,34,0,1%,4%
COc1ccc(N2CCN(C(=O)COc3ccc(Cl)cc3Cl)CC2)cc1,?,5,6%,-12%
COc1ccc(CNC(=O)c2ccc(SC)cc2OC)cc1,-18,-6,/,1%
Cn1c(=O)c(C(=O)CCl)c(N)n(Cc2ccccc2)c1=O,21,/,/,0%
COc1cc(/C=C/C(=O)O)cc(S(=O)(=O)Nc2cccc(SC)c2)c1OC,-3,/,/,0%
COc1cc(C(=O)N2CCN(C(=O)COc3ccc4ccccc4c3)CC2)cc(OC)c1OC,-20,-2,-8%,-1%
CCCC(NS(=O)(=O)c1ccc(C)cc1)C(=O)O (stereo unspecified),4,2,2%,10%
CCC1SC2=NCCN2C1(O)c1ccc(Cl)cc1 (stereo unspecified),-5,12,29%,-3%
COC(=O)CN1C(=O)C(O)(CC(=O)c2ccc(Cl)cc2)c2ccccc21 (stereo unspecified),?,7,-1%,-5%
CCOc1ccc(-c2nnn(CC(=O)NCc3ccc4c(c3)OCO4)n2)cc1,-22,?,/,-3%
c1ccc(Cc2nc(-c3ccccn3)no2)cc1,-14,-4,7%,-8%
C[C@]1(C(=O)NCCN2CCOCC2)C=C[C@@H](Cc2ccccc2)N1C(=O)c1ccccc1,30,/,15%,10%&0%
O=C(O)c1ccc(NC(=O)C2C3CCC(C3)C2C(=O)O)cc1 (stereo unspecified),-2,-1,-5%,-4%
COC(=O)c1cc(C(=O)Nc2nnc(CC(C)C)s2)cc([N+](=O)[O-])c1,?,/,/,4%
O=C(Nc1cccc(C(F)(F)F)c1)C(SCCO)c1ccccc1 (stereo unspecified),-21,-2,/,-4%
COc1ccc(C(=O)NC(NC(=O)c2ccc(OC)c(OC)c2)c2ccccc2F)cc1OC,44,/,/,5%
COc1cc2c(cc1OC)C1C/C(=N\O)C(CC(C)C)CN1CC2 (stereo unspecified),?,5,5%,4%
CC(C)OP(=O)(OC(C)C)C(O)c1ccc2c(c1)OCO2 (stereo unspecified),?,/,/,0%
CC(C)(C)C1=Nn2c(nnc2-c2n[nH]c3c2CCC3)SC1,?,-5,8%[2.29 µM],5%
O=C1OCc2cc(NC(=O)C3CCCO3)ccc21 (stereo unspecified),-3,-7,16%,1%

# Some of these compounds in order of number of heavy atoms, largest number first.
SMILES,PNC assembly inh,IMPase inh,ALOX15B inhib,12-hLO inh
COc1ccc(C(=O)NC(NC(=O)c2ccc(OC)c(OC)c2)c2ccccc2F)cc1OC,44,/,/,5%
COC(=O)c1cc(C(=O)Nc2nnc(CC(C)C)s2)cc([N+](=O)[O-])c1,?,/,/,4%
O=C(Nc1cccc(C(F)(F)F)c1)C(SCCO)c1ccccc1 (stereo unspecified),-21,-2,/,-4%
CC(C)(C)C1=Nn2c(nnc2-c2n[nH]c3c2CCC3)SC1,?,-5,8%[2.29 µM],5%
O=C1OCc2cc(NC(=O)C3CCCO3)ccc21 (stereo unspecified),-3,-7,16%,1%

# More compounds.
SMILES,PNC assembly inh,IMPase inh,ALOX15B inhib,12-hLO inh
Clc1ccc(Nc2nc(C3CC3)cs2)cc1,1,-5,7%,-29%
O=C(NCCc1ccc2c(c1)OCCO2)c1ccccc1F,-23,/,/,1%
CCOC(=O)c1cccc(NC(=O)CNC(=O)C2CCCCC2)c1,-1,-14,-5%,-3%
CC1(C)CC(=O)C(C=NCc2ccccn2)=C(O)C1,?,-2,8%,0%
CC1CC(=O)N(CC(=O)Nc2ccc3c(c2)OCO3)c2ccccc2S1 (stereo unspecified),27,2,1%,-5%
O=C(Nc1c(C(=O)N2CCCCC2)cnn1-c1ccccc1)c1ccccc1,15,0,2%,-3%
N#Cc1nc(-c2ccccc2)oc1NCc1ccco1,-13,-6,-6%,-9%
COc1ccc(-n2c(C)cc(C(=O)COC(=O)Cn3cnc4ccccc43)c2C)cc1,-27,1,53%[activator],-4%
Cc1cc([N+](=O)[O-])c2[nH]c(C(=O)N/N=C/c3ccccc3C(=O)O)c(-c3ccccc3)c2c1,26,7,?,-1%
CC(C)c1ccc(/C=C/C(=O)NC2=NCCS2)cc1,-1,7,51%[activator],-6%
CCOc1ccc(NC(=O)CCC(=O)c2ccc(-c3ccccc3)cc2)cc1,27,/,/,1%
CCc1nc(SCC(=O)Nc2nc3c(s2)CCCC3)c2ccccc2n1,-8,?,16%,-3%
CCOc1ccc(C(=O)N2CCCC2)cc1,-10,2,/,-1%
Cc1cc(C)c2cc3c(N)c(C(=O)N4CCc5ccccc5C4)sc3nc2c1,?,2[1.84 µM],-2%[11.4 µM],-3%
CN1CC(c2ccccn2)C2(SC(=S)N(Cc3ccccc3)C2=O)C12C(=O)Nc1ccccc12 (stereo unspecified),16,1,-6%,-11%
Cc1cc(C(=O)O)cc(S(=O)(=O)N2CCOCC2)c1C,-87*,22[1.84 µM],-5%[11.4 µM],0%
CC(=O)Nc1cc(C(=O)N2CCCC2)ccc1S(=O)(=O)c1ccc(Cl)cc1,28,-3,-1%,0%
CC(=O)Nc1nc(SCc2ccc(Cl)cc2Cl)n[nH]1,?,1,20%,-1%
COc1ccccc1N1CCN(C(=O)c2cc3n(n2)C(C(F)(F)F)CC(c2ccco2)N3)CC1 (stereo unspecified),?,3,6%,-7%
O=C(NCCSc1c[nH]c2ccccc12)C1CC1,2,-5,-9%,-3%
CCOc1ccc(/C=C2\N=C(c3cccs3)OC2=O)cc1OC,-20,/,/,2%
O=C(CSc1nnc(-c2ccncc2)o1)Oc1ccccc1,14,6,-1%,-9%
CC(C)(C)N1CC2(c3ccccc3)CN(C(C)(C)C)CC(c3ccccc3)(C1)C2=O,?,-7,7%,-1%
COc1ccc(C(=O)NCCCN2CCCC2=O)cc1,?,-3,-13%,14%
Cc1cc(NC(=O)Cc2csc(-c3ccccc3)n2)ccc1Br,?,-6,/,0%
Oc1cccc(/C=N/Nc2cc(N3CCCC3)nc(N3CCCC3)n2)c1,53,/,/,-7%
O=C(c1cccc(COc2cccc3ccccc23)c1)N1CCCC1,132,3,/,0%
CC(C)(C)c1ccc(C(=O)CCCSC2=C(C#N)C(c3ccco3)C3=C(CCCC3=O)N2)cc1 (stereo unspecified),?,3,?,-19%
N=c1n(CC(=O)O)c2ccccc2n1Cc1ccccc1Cl,?,-2,1%,-1%
C=CCN(c1ccccc1)S(=O)(=O)c1ccc2c(c1)oc(=O)n2C,9,3,-2%,-2%
CC(=O)N1N=C(c2ccc(Br)cc2)CC1c1cn(C)c2ccccc12 (stereo unspecified),-12,/,/,-4%
CCCC(=O)NC(c1ccc(N(C)C)cc1)c1c(O)ccc2ccccc12 (stereo unspecified),18,/,/,-5%
CCOc1ccc2c(c1)c(C(C)=O)c(C)n2-c1ccccc1,-15,9,-10%,-8%
CC(=O)OCc1nc2sc3c(c2c(=O)[nH]1)CCCC3,3,9,/,3%
CN(CCO)c1cc(N2CCN(C(=O)c3ccco3)CC2)c2nonc2c1[N+](=O)[O-],-30,-1,/,1%
C=CCn1c(SCc2cc(=O)n3cc(C)ccc3n2)nnc1-c1cccc(C)c1,-7,/,/,-6%
FC(F)(F)c1ccc(C2[C@H]3CN(Cc4cccnc4)[C@H](c4ccccc4)C34CC2(c2cccnc2)C4)cc1 (stereo partly specified),/,/,13%,1%
CCOc1ccc(-c2nnn(CC(=O)NCc3ccco3)n2)cc1,14,-1,4%,-4%
CCc1nnc(NC(=O)CSc2nnc(COc3cccc(C)c3)o2)s1,?,6,14%,-1%
CCOC(=O)c1cnc(-n2nc(C)cc2C)nc1NC(C)c1ccccc1 (stereo unspecified),?,/,/,18%
Cc1ccc(CNC(=O)CCc2c(C)nc3ncnn3c2C)cc1,-21,2,?,3%
N#C/C(=C(/O)COc1cccc2ccccc12)c1nc2ccccc2[nH]1,36,7,-8%,-1%
CC(NC(=O)C1CCCCC1)C(=O)NC1=NCCS1 (stereo unspecified),-112*,1,-2%,5%
CCC(=O)NC(Nc1cccc(C)n1)(C(F)(F)F)C(F)(F)F,?,-10,6%,5%
O=C(NC(Nc1cc(C(F)(F)F)ccc1Cl)C(=O)c1ccccc1)c1ccccc1 (stereo unspecified),68,13,-23%,-1%
CCCNS(=O)(=O)c1ccc(OCC(=O)OC)cc1,-27,0,9%,1%
COc1cc(/C=N/n2c(SC)nnc(C(C)(C)C)c2=O)ccc1O,-13,3,0%,-8%

# Assay outcomes as filed in PubChem BioAssay.
